Compound activity from PubChem BioAssay.
Pf growth 48h = P. falciparum growth inhibition at 48 hours (one generation); P. falciparum luciferase growth in erythrocytes, 48 h; Potency, µM (titrated, usually from 28.7 µM), inactives show top-dose activity change, negative = inhibition, most hits filed as inhibitors; hit rate 5.9% among 310,000; note: potency is the fitted concentration of half-maximal effect; % is set by controls: 0 for no effect and ±100 for the full control effect
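In quantitative HTS format, infected erythrocytes bearing luciferase-reporter parasites were treated for a single generation at 37 C. Luminescence after adding detection reagent served as the growth measure.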
TbPYK inhibitor = T. brucei pyruvate kinase inhibition; AID 624173; hit rate 0.12% among 410,000; Potency, µM (titrated, usually from 76.8 µM), inactives show top-dose activity, negative = inhibition, actives largely listed as inhibitors; TbPYK enzyme, Kinase-Glo Plus ATP luminescence, 45 min; note: potency is the fitted concentration of half-maximal effect; % is set by controls: 0 for no effect and ±100 for the full control effect; nearly all actives have a fitted effect of over 50% in size
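Quantitative HTS: titrated library compounds versus trypanosomal pyruvate kinase in TEA buffer (pH 7.2) containing KCl, MgCl2, BSA and Tween-20. Reactions were initiated with ADP, 130 uM final. Kinase-Glo Plus luminescence was read after 45 min at RT.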
HCV inh = HCV inhibition; Huh7.5.1 HCVcc-Cre infection, luciferase reporter, 44 h; Potency, µM (doses to about 41.8 µM), for inactives: at the highest dose activity change, negative = inhibition, hits mostly inhibitors; hit rate 3.4% among 340,000; note: potency is the fitted concentration of half-maximal effect; % is set by controls: 0 for no effect and ±100 for the full control effect
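Seed cells (1,000/well) for 4 h; treat with compound and infect with HCVcc-Cre, moi about 0.5. Incubate 44 h, then detect luciferase activity.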
Pf growth 96h = inhibits malaria parasite growth, 96 h; hit rate 6.9% among 320,000; Potency, µM (series often up to 28.7 µM), inactives show at the highest dose activity change, negative = inhibition, hits mostly inhibitors; P. falciparum luciferase reporter growth, 96 h; AID 504834; note: potency is the fitted concentration of half-maximal effect; % is set by controls: 0 for no effect and ±100 for the full control effect
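Readout is luminescence from an integrated firefly luciferase in P. falciparum. Red cells, 2% hematocrit and 0.05% parasitemia final, were cultured with compound through two parasite generations (96 hours) at 37 C, 5% CO2.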
CHX counter = counter-screen hit for Shiga toxin inhibitors, cycloheximide; cell reporter, cycloheximide protein synthesis inhibition counterscreen; max response, %; hit rate 12% among 300,000; AID 2314; in the data active = max response mostly above about 13%, no sharp cut-off; inactive = mostly below about 14%; note: read at 38.3 µM for the half of the compounds with a filed dose; 0% is about no effect
LmPK inh = LmPK (Leishmania mexicana) enzyme inhibition; AID 1721; purified LmPK, Kinase-Glo ATP luminescence, 1 h; Potency, µM (top dose mostly 57.5 µM), inactives show at the highest dose activity change, negative = inhibition, most hits filed as inhibitors; hit rate 0.37% among 290,000; Q27686; note: potency is the fitted concentration of half-maximal effect; % is set by controls: 0 for no effect and ±100 for the full control effect
Target sequence (Q27686 whole entry, looked up): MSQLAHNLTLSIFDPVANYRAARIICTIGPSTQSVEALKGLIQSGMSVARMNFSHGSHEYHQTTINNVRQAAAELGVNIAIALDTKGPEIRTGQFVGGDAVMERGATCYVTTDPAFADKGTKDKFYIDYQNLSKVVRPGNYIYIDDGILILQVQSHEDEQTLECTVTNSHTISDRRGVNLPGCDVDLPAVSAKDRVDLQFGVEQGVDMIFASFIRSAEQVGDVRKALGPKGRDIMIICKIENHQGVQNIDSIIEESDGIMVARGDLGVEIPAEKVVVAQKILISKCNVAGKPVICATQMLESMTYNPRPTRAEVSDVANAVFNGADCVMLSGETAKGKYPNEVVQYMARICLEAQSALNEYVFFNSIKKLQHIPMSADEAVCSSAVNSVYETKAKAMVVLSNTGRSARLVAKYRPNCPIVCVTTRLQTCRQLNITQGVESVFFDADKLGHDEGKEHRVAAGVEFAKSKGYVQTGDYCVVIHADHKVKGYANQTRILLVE
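Pyruvate kinase activity monitored as ATP production (luciferase luminescence). Conditions: 0.1 nM enzyme, 0.5 mM PEP, 0.1 mM ADP, 1 h, RT; normalized against uninhibited and no-enzyme wells.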
Shiga toxin inh = blocks Shiga toxin action in Vero cells; Vero cells, Shiga toxin protein synthesis inhibition reporter; hit rate 9.2% among 290,000; inhibition, % at 38.7 µM; AID 2315; in the data active = inhibition mostly above about 28%, no sharp cut-off; inactive = mostly below about 43%; note: 0% is about no effect
* hit, by the source's call; i = inactive; ? = inconclusive; . = not tested or not shown; [ ] = another dose, or the depositor's remark. Unless noted, calls come from the whole dose curve; as a rule, active = well fitted curve in the direction sought with a large enough effect; inconclusive = small, poorly fitted or top-dose-only effect, or another doubt; inactive = no such curve, though single readings can be large; an effect the other way counts as inactive or inconclusive. The order is random. Share with any hit: about 24%.

The opening 3 entries, ahead of the listing:
SMILES	Pf growth 48h	TbPYK inhibitor	HCV inh	Pf growth 96h	CHX counter	LmPK inh	Shiga toxin inh
Cc1ccc(C2=NN(C3=NN=C(N)Cc4ncnn43)C(O)(C(F)(F)F)C2)cc1 (stereo unspecified)	29%	-11%	-7%	-11%	-2	1%	-4
COC(=O)c1ccc(C)c(NS(=O)(=O)c2ccc(C)c([N+](=O)[O-])c2)c1	18%	-3%	-2%	61%[activator]	-1	-2%	-16
O=C(c1ccco1)N1CCN(Cc2cc(=O)c(OCc3ccccc3Cl)co2)CC1	?	-2%	1%	?	.	.	.

Results, from the first entry:
SMILES	Pf growth 48h	TbPYK inhibitor	HCV inh	Pf growth 96h	CHX counter	LmPK inh	Shiga toxin inh
Cc1ccc(C2=NN(C3=NN=C(N)Cc4ncnn43)C(O)(C(F)(F)F)C2)cc1 (stereo unspecified)	29%	-11%	-7%	-11%	-2	1%	-4
COC(=O)c1ccc(C)c(NS(=O)(=O)c2ccc(C)c([N+](=O)[O-])c2)c1	18%	-3%	-2%	61%[activator]	-1	-2%	-16
O=C(c1ccco1)N1CCN(Cc2cc(=O)c(OCc3ccccc3Cl)co2)CC1	?	-2%	1%	?	.	.	.
Cc1cccc(C)c1NC(=O)Nc1ccccc1-n1ccnc1	-6%	-8%	26%	-2%	12	0%	-6
CC(=O)OCC[n+]1c(C)n(-c2ccccc2)c2ccc(Cl)cc21	?	-14%	-10%	0%	1	-3%	16
COc1ccc(-c2noc(CCC(=O)NCC3CCCO3)n2)cc1 (stereo unspecified)	4%	-2%	-24%	14%	10	9%	-2
Cc1ccc(S(=O)(=O)NCCC(=O)OCc2ccc([N+](=O)[O-])cc2)cc1C	15%	-5%	-6%	-5%	.	.	.
Cc1cc(C)cc(NC(=O)CSc2nnc(-c3cc(C)[nH]n3)n2N)c1	?	-3%	19%	?	-3	2%	-3
Cn1c(SCc2cccc(Cl)c2)nc(C(F)(F)F)cc1=O	-27%	1%	5%	-18%	9	-1%	-18
NC(=S)NNc1cccc2cccnc12	7.4µM*	-13%	?	?	19*	-10%	39*
CCCCN1CC(=O)N2[C@H]3c4ccc(OC)cc4OC[C@@H]3[C@H](c3ccccc3)[C@]2(C)C1=O	2.1µM*	-4%	?	7.4µM*	.	.	.
CCOC(=O)c1c(C)nc(-c2ccccc2)nc1NC(=O)CC	96%[activator]	-11%	-19%	?	24*	-1%	70*
C(/C=C/C=C/Nc1ccccc1)=Nc1ccccc1	?	1%	-14%	.	5	6%	-19
Cc1ccc(COC(=O)c2cccc(S(=O)(=O)N3CCCCC3)c2)cc1	?	0%	-3%	?	.	.	.
COc1ccc(-c2cc3nc4c(c(=O)n3[nH]2)CCC4)cc1	?	4%	0%	-6%	21*	-2%	37
COc1ccc(S(=O)(=O)N2CCCCC2)cc1NC(=O)CCc1nc2ccccc2c(=O)[nH]1	?	-10%	?	?	.	.	.
Nc1nc(NCc2ccco2)nc(N2CCCCC2)c1[N+](=O)[O-]	9%	5%	-5%	-7%	-6	-2%	-4
Cc1cccc(NC(=O)c2ccc([N+](=O)[O-])o2)n1	?	-2%	?	10µM*	25*	2%	33
Cc1ccnc2nc(C(=O)OCCOc3ccc(Cl)cc3)nn12	42%[activator]	3%	-22%	161%[activator]	10	0%[11.5 µM]	-9
O=c1c(-c2ccc(Cl)cc2)[n+]([O-])c2ccccc2n1OCc1ccccn1	36%[activator]	-6%	24%	20%	-3	0%	-2
Cc1cc(C)c(S(=O)(=O)N2CCCC(C(=O)NCc3cccnc3)C2)c(C)c1 (stereo unspecified)	?	-1%	-17%	-7%	-5	-1%	-5
Cc1cc(NC(=O)COC(=O)c2n[nH]c3ccccc23)no1	19%	-2%	-13%	42%[activator]	20*	-3%	31
Cc1ccsc1C(=O)N(Cc1nnc(-c2ccccc2Cl)o1)C1CC1	?	-15%	-27%	?	.	.	.
COc1ccc(N(CC(=O)NCc2ccccc2)S(=O)(=O)c2c(C)noc2C)cc1	-23%	-4%	14%	-15%	8	1%	22
Oc1ccccc1C1CC(c2cccs2)=NC(c2cccc(Br)c2)N1 (stereo unspecified)	?	-7%	22%	2.6µM*	42*	-1%	71*
O=[N+]([O-])c1ccc(NCc2ccc(Cl)cc2)c2ccncc12	-45%	-10%	6.3µM*	?	-2	3%	-2
Cc1cccc(N2CCN(C(=O)c3ccc4c(c3)CCN4S(C)(=O)=O)CC2)c1C	-13%	2%	?	?	-2	0%	-3
CCCc1nc(N2CCOCC2)c2sc(=S)n(-c3ccccc3)c2n1	.	.	.	7%	-3	7%	-9
CCc1cc2c(=O)c(-c3ccon3)c(N)oc2cc1OC	-25%	-9%	-12%	-6%	41*	-17%	82*
C/C(=N\N1C(=O)c2ccccc2NC1c1ccccc1)c1ccccc1O (stereo unspecified)	-50%	-2%	?	45%[activator]	23*	0%	67*

Three neighbouring compounds already listed:
SMILES	Pf growth 48h	TbPYK inhibitor	HCV inh	Pf growth 96h	CHX counter	LmPK inh	Shiga toxin inh
Cc1cccc(N2CCN(C(=O)c3ccc4c(c3)CCN4S(C)(=O)=O)CC2)c1C	-13%	2%	?	?	-2	0%	-3
CCCc1nc(N2CCOCC2)c2sc(=S)n(-c3ccccc3)c2n1	.	.	.	7%	-3	7%	-9
CCc1cc2c(=O)c(-c3ccon3)c(N)oc2cc1OC	-25%	-9%	-12%	-6%	41*	-17%	82*

Next part:
SMILES	Pf growth 48h	TbPYK inhibitor	HCV inh	Pf growth 96h	CHX counter	LmPK inh	Shiga toxin inh
c1csc(-c2ccc(N3CCOCC3)nn2)c1	146%[activator]	-26%	8%	?	25*	?	27
CC(C)(C)n1cc(C(=O)c2ccc3ccccc3c2O)cn1	i	-1%	-28%	i	25	-2%	46*
COc1ccc2[nH]c(CN3CCN(C(C)C)C(CCO)C3)c(C)c2c1 (stereo unspecified)	23%	-5%	?	?	-7	3%	0
Cn1c(CSc2ncn[nH]2)nc2ccccc21	-1%	-1%	11%	-10%	9	-4%	14
Cc1cc2c3c(c1C)C1(C(=O)N3C(C)(C)CC2C)C(C#N)=C(N)Oc2n[nH]c(C)c21 (stereo unspecified)	?	1%	1%	12%	-3	1%	-13
COc1ccc(OC)c(NC(=O)C2CCCN2C(=O)NC2CCCCC2)c1 (stereo unspecified)	-2%	2%	4%	?	-2	-1%	-8
O=C(CN1C(=O)NC2(CCCC2)C1=O)Oc1ccc2ccc(=O)oc2c1	2%	-4%	13%	-29%	.	.	.
CN(C)c1ccc(NC(=O)Nc2cccc(Cl)c2)cc1	4%	-11%	?	14%	31*	-8%	50*
CCOC(=O)c1cnn2cc(-c3[nH]ncc3[N+](=O)[O-])cnc12	36%[activator]	-4%	5%	37%[activator]	-5	-7%	-9
COc1ccc(-n2c(O)c(C=NCCN3CCN(C(C)=O)CC3)c(=O)[nH]c2=S)cc1	-19%	-6%	7%	-4%	-3	8%	-14
CC1(c2ccccc2)NC(=O)N(Cc2ccc([N+](=O)[O-])cc2)C1=O (stereo unspecified)	10%	-9%	-3%	6%	-6	3%	8
CCc1ccc(NC(=S)Nc2ccc3[nH]c(=O)[nH]c3c2)cc1	21%	-2%	-7%	33%[activator]	20	-8%	24
O=C(Cc1coc2cc3c(cc12)CCC3)NCC1(N2CCCCC2)CCCCC1	?	-4%	2%	4%	0	-1%	4
COc1ccc(C(=O)N[C@H](C(=O)NCC2CCCCC2)C(C)C)cc1	.	-1%	-25%	?	15	6%	38
COc1ccccc1C(=O)Oc1ccc2ccc(=O)oc2c1	1%	4%	7%	21%	-1	3%	-6
CCC1CCCCN1C(=O)CSc1nnc(-c2ccco2)o1 (stereo unspecified)	328%[activator]	6%	-7%	269%[activator]	37*	-4%	62*
CCc1ccccc1NC(=S)NCC1CCN(c2ccc(OC)cc2)C1 (stereo unspecified)	12µM*	-8%	?	?	1	9%	2
O=C(/C=C/c1ccco1)N1CCN(S(=O)(=O)/C=C/c2ccccc2)CC1	?	-3%	?	?	30*	-4%	49
CCc1nnc(NC(=O)c2ccc(S(=O)(=O)N3CCOCC3)cc2)s1	-8%	-3%	-1%	?	-4	-1%	-3
Cc1ccccc1S(=O)(=O)N1[C@@H](c2ccccc2)C(C(=O)O)=CC[C@H]1c1ccc(Cl)cc1	?	1%	4%	47%[activator]	.	.	.
COc1ccc(C(=O)O)nc1C	?	4%	3%	-5%	-1	0%	4
Cc1ccccc1NC(=O)c1ccccc1NC(=O)c1cccs1	-16%	7%	10%	-14%	-2	-2%	-4
COc1ccccc1C(=O)Nc1nc(-c2ccc3c(c2)OCCO3)cs1	7%	0%	6%	0%	28*	-1%[11.5 µM]	57*
CCCNC(=O)NS(=O)(=O)c1cnccc1Sc1ccc(Cl)c(Cl)c1	-4%	-1%	3%	1%	2	?	129
N#Cc1ccc(Nc2nc(-c3ccc(O)cc3O)cs2)cc1C(F)(F)F	?	-5%	11µM*	?	.	.	.
NC(=O)CC(c1ccccc1)c1ccc2c(c1)OCO2 (stereo unspecified)	-2%	-2%	28%	?	-2	-1%	-8
CC(C)(C)NC(=O)c1ccc2c(c1)C(=O)N(C1CCCCC1)C2=O	4%	-6%	?	20%	48*	-1%	80*
COc1nccnc1NS(=O)(=O)c1ccc(N=Cc2c(C)[nH]n(-c3ccccc3)c2=O)cc1	7%	3%	25%	23%	3	-10%	8
Cc1cc2c(c(=O)o1)C1O[C@](c3ccsc3)(Cc3cc(C#N)ccc31)O2	?	.	.	?	-4	1%[11.5 µM]	i
Oc1[nH]c2ccccc2c1N=Nc1ccc(F)cc1	127%[activator]	-6%	-13%	?	21*	-12%	66*
NC(=O)CSC1=N/C(=C\c2ccco2)C(=O)N1c1ccc(OC(F)F)cc1	?	-6%	-23%	0%	16	2%	-3
COc1ccc(Cl)cc1-c1nc(SCC(=O)NC(C)C(C)C)n[nH]1 (stereo unspecified)	-14%	-1%	16%	-1%	-2	7%[11.5 µM]	-28
O=C(CSc1nnnn1-c1cccc2ccccc12)N1CCOCC1	-5%	5%	-9%	?	-4	-2%	-10
Cn1c(SCC(=O)NCC2CCCO2)nc2scc(-c3ccccc3)c2c1=O (stereo unspecified)	144%[activator]	-4%	6%	-43%	.	.	.
CC(=O)Nc1ccc(S(=O)(=O)NCC(=O)NNC(=O)COc2ccccc2Cl)cc1	-4%	1%	16%	?	.	.	.
COCCNC(=S)NNC(=O)c1cccs1	8%	0%	3%	0%	2	-1%	14
O=c1[nH]c(-c2ccc(O)cc2)nc2scc(-c3cccs3)c12	36%[activator]	-7%	-21%	2%	80*	-3%	108*
CC(OC(=O)c1cccc([N+](=O)[O-])c1)C(=O)NCc1ccc2c(c1)OCO2 (stereo unspecified)	-8%	7%	9%	-4%	1	0%	-7
Cc1ccc2c(c1)cc(CN(Cc1ccco1)C(=O)N1CCOCC1)c1nnnn12	-20%	-1%	?	0%	-2	5%	-5
Cc1oc(-c2ccccc2Cl)nc1CS(=O)(=O)CC(=O)NCCc1ccccc1	10%	-3%	-24%	20%	-2	-5%	-2
CC(C)c1ccc(/C=C/C(=O)NC(=S)NN2CCOCC2)cc1	10%	5%	4%	12µM*	17*	-5%	15
CCC(C)n1c(O)c(C=Nc2cccc(C(F)(F)F)c2)c(=O)[nH]c1=S (stereo unspecified)	6%	-7%	8%	7%	-6	0%	-2
